Assay outcomes from PubChem.
M4 antag: human M4 muscarinic receptor antagonists, primary screen, CHO cells, Fluo-8 calcium fluorescence | Muscarinic acetylcholine receptor M4 (Homo sapiens), P08173 | hit rate 0.73% among 360,000 | AID 624125, 2012 | CHO-hM4 cells, ACh EC80 | inhibition, % at 3 µM;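 active means inhibition above its plate's cutoff, the mean inhibition of sample wells plus 3 SD, cut at about 27% in these data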;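 further: 0% = acetylcholine EC80 with DMSO and 100% = DMSO without agonist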
Target sequence (P08173 whole entry, looked up): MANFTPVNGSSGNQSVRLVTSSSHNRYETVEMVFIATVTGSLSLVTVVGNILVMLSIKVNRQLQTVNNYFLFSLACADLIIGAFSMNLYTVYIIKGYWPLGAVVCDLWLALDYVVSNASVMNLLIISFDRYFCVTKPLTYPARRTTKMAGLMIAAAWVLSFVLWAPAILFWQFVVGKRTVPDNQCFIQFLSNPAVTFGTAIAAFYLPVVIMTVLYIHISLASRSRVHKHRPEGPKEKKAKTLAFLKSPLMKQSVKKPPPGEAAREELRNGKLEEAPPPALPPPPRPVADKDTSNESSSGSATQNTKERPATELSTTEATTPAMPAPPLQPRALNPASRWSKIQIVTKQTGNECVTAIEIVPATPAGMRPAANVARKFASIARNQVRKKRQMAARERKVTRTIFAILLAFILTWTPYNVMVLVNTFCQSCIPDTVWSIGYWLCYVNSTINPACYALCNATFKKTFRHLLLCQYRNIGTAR
OXTR potentiator: human OXTR potentiators, primary screen, fluorescence, CHO-OTR cells, Fluo-8 calcium. activation, % at 3 µM. hit rate 0.061% among 320,000. Oxytocin receptor (Homo sapiens), P30559. AID 2445, 2010. Fluo-8 calcium fluorescence, potentiator mode; 0% = oxytocin EC15, 100% = EC100;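 active means activation above that plate's cutoff, the mean activation of tested compounds plus 3 SD, cut at about 6.6% in these data, passing the limit was not always enough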;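 further: 100% uses oxytocin at 75 nM as the full agonist control; some results filed as inactive read as strong as hits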
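System: human OTR in CHO cells / Also added: sub-maximal oxytocin, roughly EC15 / Control set: EC15 oxytocin low, 75 nM oxytocin high / Schedule: 6 min compound pre-incubation at room temperature, 100 s kinetic read / Compound: single-point 3.0 µM / Replication: singlicate / Technique: Fluo-8 calcium dye fluorescence / Read-out basis: % activation of max/min ratio relative to oxytocin controls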
M1 antag: human M1 muscarinic receptor antagonists, primary screen, CHO-K1 cells, Fluo-8 calcium fluorescence, 1536-well; AID 588852, 2011; hit rate 1.3% among 360,000; CHO-K1 hM1, ACh EC80 antagonist; Muscarinic acetylcholine receptor M1 (Homo sapiens), P11229; inhibition, % at 3 µM;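 active means percent inhibition above its own plate's cutoff, namely the mean of that plate's compound wells plus 3 SD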;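 further: peak over basal fluorescence ratio during 140 s after agonist addition; 0% = ACh EC80 plus DMSO and 100% = DMSO alone without agonist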
Target sequence (P11229 whole entry, looked up): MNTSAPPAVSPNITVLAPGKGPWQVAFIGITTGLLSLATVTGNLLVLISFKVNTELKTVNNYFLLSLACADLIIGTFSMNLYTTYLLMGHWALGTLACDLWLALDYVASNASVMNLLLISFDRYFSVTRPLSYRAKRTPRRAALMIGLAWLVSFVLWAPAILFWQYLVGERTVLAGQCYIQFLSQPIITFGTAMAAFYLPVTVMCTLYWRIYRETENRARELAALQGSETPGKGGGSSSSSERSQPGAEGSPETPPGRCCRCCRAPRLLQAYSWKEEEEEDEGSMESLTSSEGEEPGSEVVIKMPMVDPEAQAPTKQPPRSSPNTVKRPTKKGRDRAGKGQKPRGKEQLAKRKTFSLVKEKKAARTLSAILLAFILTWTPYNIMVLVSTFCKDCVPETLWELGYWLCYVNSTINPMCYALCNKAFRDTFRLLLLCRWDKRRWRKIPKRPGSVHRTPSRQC
M1 ag: human M1 muscarinic receptor agonists, primary screen, Fluo-8 calcium fluorescence, CHO-K1 cells, HTS | Muscarinic acetylcholine receptor M1 (Homo sapiens), P11229 | activation, % at 3 µM | hit rate 0.33% among 360,000 | CHO-K1 hM1, agonist mode; 0% DMSO, 100% acetylcholine EC100;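 active means activation above the run's mean compound activation plus 3 SD, cut at about 16% in these data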;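 further: peak over basal fluorescence ratio within a 140 s kinetic read after compound addition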
M1 ag parental: counter-screen for M1 agonists: effect in parental CHO-K1 cells; Fluo-8 calcium fluorescence; scaled to maximal ATP response, vehicle zero; activation, % at 3 µM; hit rate 0.48% among 360,000; AID 602248, 2012; in the data active means activation above about 15%;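 further: untransfected CHO-K1 host cells lacking M1 receptor as counterscreen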
CHO-K1 Ca antag: nonselective inhibitor or artifact in parental CHO-K1 cells. ATP-induced calcium, Fluo-8 fluorescence. inhibition, % at 3 µM. hit rate 0.6% among 360,000;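 active means inhibition above a per-plate cutoff, the plate's mean sample inhibition plus 3 SD, cut at about 24% in these data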;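 further: 0% = DMSO plus EC80 ATP and 100% = DMSO alone without ATP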
M1 PAM: human M1 muscarinic receptor positive allosteric modulators, primary screen, CHO-K1 cells, Fluo-8 calcium fluorescence, 1536-well. Muscarinic acetylcholine receptor M1 (Homo sapiens), P11229. CHO-K1 hM1, ACh EC20; 0% = ACh EC20, 100% = maximal ACh. activation, % at 3 µM. hit rate 0.088% among 360,000; in the data active means activation above about 19%, passing the limit was not always enough
CHRM4 agonist: human M4 muscarinic receptor agonists, primary screen, CHO-K1 cells, Fluo-8 calcium fluorescence; Muscarinic acetylcholine receptor M4 (Homo sapiens), P08173; CHO-K1 hM4/Gqi5; vehicle 0%, full acetylcholine response 100%; activation, % at 3 µM; hit rate 0.14% among 360,000;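 active means activation above the run mean over all test wells plus 3 SD, cut at about 32% in these data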;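 further: peak over basal fluorescence ratio per well then scaled between controls; 0% = DMSO wells and 100% = acetylcholine at EC100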
CHO parental Ca: ATP-evoked calcium signal inhibitors, parental CHO, primary screen, counter-screen for OX1R antagonist project, cell-based, fluorescence, Fluo-8 calcium dye; inhibition, % at 5.6 µM; AID 463079, 2010; parental CHO-K1, ATP-induced calcium, Fluo-8 fluorescence; hit rate 0.63% among 330,000;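 active means inhibition above that plate's mean sample inhibition plus 3 SD, cut at about 26% in these data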;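 further: 0% = ATP-challenged DMSO wells and 100% = DMSO wells without ATP; some compounds past the cut are filed as inactive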
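material = parental CHO cells | also added = ATP as calcium-mobilizing challenge | dosing = single point at 5.6 µM | detection = intracellular calcium via Fluo-8 no-wash fluorescent dye | read-out = % inhibition | benchmarks = low control ATP plus DMSO, high control DMSO only | repeats = one well per compound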
Starred values were filed as active, the others as inactive; . = not tested or not shown.

SMILES | M4 antag | OXTR potentiator | M1 antag | M1 ag | M1 ag parental | CHO-K1 Ca antag | M1 PAM | CHRM4 agonist | CHO parental Ca
CC(=O)NCC(=O)N(Cc1ccco1)C1(C(=O)NC2CCCCC2)CCCCC1 | 3.8 | -13.2 | -9.6 | 2.8 | 0.1 | -1.6 | 7.9 | 0.7 | -10.6
COC1OC(CO)C(N(C)C(C)=O)C1O (stereo not given) | 1.5 | . | -0.4 | -3.9 | 0.8 | 5.6 | 1.4 | -0.1 | .
Cc1ccccc1S(=O)(=O)Cc1ccc(C(=O)NCc2cccnc2)o1 | 10.2 | 1.6 | -5.5 | -3.7 | 0.5 | -8.6 | 5.6 | 0.5 | -12.2
CNC(=O)c1ccsc1NC(=O)c1ccccc1 | -5.7 | -5.7 | -1.1 | -3.1 | 0.3 | -5.0 | -0.7 | 0.7 | -4.9
CCc1sc(C(=O)N2CCN(c3ncccn3)CC2)cc1Br | -1.9 | -4.9 | -6.3 | -4.0 | 5.0 | -10.9 | 0.2 | 5.0 | -16.5
Cc1ccc(NC(=O)COC(=O)Cc2c[nH]c3ccccc23)cc1 | -3.9 | . | -10.2 | -0.9 | 1.6 | -6.6 | 3.3 | 2.2 | .
COc1ccc(C)cc1NC(=O)CSc1nnc(COc2ccc(C)cc2)n1Cc1ccco1 | 0.8 | -12.3 | 6.0 | -4.6 | 0.3 | 9.2 | -4.1 | 1.9 | -30.7
Cc1cc(C)cc(OCc2nnc(SCC(=O)Nc3ccccc3)o2)c1 | -3.0 | -1.4 | 7.2 | -3.9 | 0.7 | 0.1 | 1.2 | -1.2 | -20.7
CCN(Cc1ccccc1)C(=O)c1ccc(Cl)cc1[N+](=O)[O-] | -1.3 | -0.4 | -1.5 | -5.3 | 0.5 | -11.9 | 3.7 | 0.2 | -14.4
COCCN(C(=O)CSc1nnc(-c2ccccc2OC)o1)c1c(N)n(CC(C)C)c(=O)[nH]c1=O | -7.3 | -2.3 | 0.4 | -0.3 | 2.1 | -4.1 | 3.3 | 0.3 | -10.1
O=C(CCS(=O)(=O)c1ccccc1)Nc1nnc(C(F)(F)F)s1 | 3.2 | -1.0 | -3.0 | -0.9 | 1.6 | -16.1 | -1.8 | 0.9 | -5.3
CC(=O)c1cccc(NC(=O)C2CCN(C(=O)c3ccc([N+](=O)[O-])cc3)CC2)c1 | -1.3 | -5.3 | -6.2 | -2.2 | 1.0 | -0.1 | 15.2 | 1.9 | -3.1
COc1cc2c(cc1NC(=O)CN(C)Cc1nc3ccccc3c(=O)[nH]1)oc1ccccc12 | 4.1 | -8.2 | -11.8 | -0.5 | 0.9 | 4.6 | 7.9 | 3.5 | -14.3
COC(=O)[C@]1(Sc2ccccc2)CC(=O)N[C@@H]1c1ccccc1 | -14.6 | . | . | . | 1.2 | -0.4 | . | 3.9 | .
O=C(Nc1cccnc1)c1cc(F)cc(F)c1 | -4.2 | -14.4 | -3.0 | -0.1 | -0.3 | -7.2 | -0.4 | 0.8 | 14.7
Cn1c(CNC(=O)Nc2ccccc2)nnc1SCc1ccccc1 | -12.7 | -7.4 | -16.0 | 3.2 | -0.1 | -8.0 | 8.5 | 0.9 | -13.1
CCCCCOC(=O)Cn1c(N2CCOCC2)nc2c1c(=O)[nH]c(=O)n2C | 0.6 | -4.9 | -6.6 | -3.6 | 0.5 | -8.4 | 4.5 | 0.4 | -7.8
O=C(COC(=O)C12CC3CC(CC(Br)(C3)C1)C2)Nc1cccc(S(=O)(=O)N2CCOCC2)c1 | 12.7 | -8.8 | 18.9 | -0.1 | 0.9 | 2.8 | -3.7 | 11.6 | 9.8
CCOCC(=O)Nc1ccc(Br)c(C)c1 | -15.4 | -10.2 | -11.6 | -0.9 | 1.0 | -6.6 | 11.3 | 2.1 | -9.5
Cc1cc(C)c(N(C(=O)c2csnn2)C(C(=O)NC2CCCC2)c2ccncc2)c(C)c1 (stereo not given) | -6.7 | 4.6 | -8.6 | 5.6 | 3.6 | -2.8 | 11.8 | 1.1 | 5.9
CC(C)c1ccc2oc(-c3ccc(N)cc3)nc2c1 | 2.2 | 2.3 | -9.3 | 1.9 | 1.2 | -7.1 | 15.1 | 0.1 | -7.0
CC1(C)CCc2cc(CN3CCN(c4ccccn4)CC3)ccc2O1 | -4.6 | -2.8 | -4.7 | -11.7 | 2.7 | -22.4 | -12.8 | 1.1 | -18.4
Cn1cc(CN2CCC(Oc3ccc(C(=O)N4CCCC4)cc3)CC2)cn1 | -13.3 | -0.1 | 5.4 | -6.0 | 0.1 | -0.9 | -3.1 | 0.6 | -6.1
Cc1ccc(Oc2nn[nH]n2)cc1 | 4.8 | 0.0 | -5.0 | -4.7 | 1.0 | -4.6 | 2.0 | -0.2 | 10.1
Cc1nn(Cc2ccc(Cl)c(Cl)c2)c(C)c1NC(=O)c1cc(-c2ccco2)on1 | -4.3 | -10.8 | 23.3 | -4.3 | 8.1 | 9.0 | -13.3 | 2.2 | -8.2
Cc1ccc(C)c(NC(=O)C(C)CC2COCCO2)c1 (stereo not given) | 4.5 | -19.7 | -6.2 | -2.7 | 2.5 | 15.6 | 8.3 | 0.6 | -8.6
CCOC(=O)c1ccc(N2C(=O)c3cccc4c(C(=O)O)ccc(c34)C2=O)cc1 | -5.0 | -0.8 | -17.1 | 1.0 | 0.1 | -9.9 | 17.4 | 0.4 | 1.0
CCc1c(C)nc2cc(-c3ccc(OC)cc3)[nH]n2c1=O | 0.5 | 0.0 | -3.5 | -4.9 | 0.7 | -3.6 | 7.3 | 1.5 | 4.6
C[C@@H]1CN([C@@H](C)CO)S(=O)(=O)c2ccc(Br)cc2O[C@@H]1CN(C)C(=O)NC1CCCCC1 | 0.0 | . | -23.2 | -3.5 | 0.7 | 0.5 | 8.0 | -0.1 | .
Cc1ccc(-c2nnc(N3CCCCC3)c3ccccc23)cc1S(=O)(=O)NCC1CCCO1 (stereo not given) | 1.8 | -0.7 | 11.4 | -6.8 | 2.1 | 6.1 | -3.3 | 6.5 | -16.3
CC(C)NC(=O)Nc1ccc2c(c1)C(=O)N([C@H](C)CO)C[C@H](C)[C@@H](CN(C)Cc1ccc(C(F)(F)F)cc1)OCCCC[C@@H](C)O2 | -1.8 | . | -4.7 | -8.6 | -0.4 | -2.3 | 0.6 | -0.8 | .
O=C1CC(NCc2cccs2)C(=O)N1c1ccc(Cl)cc1 (stereo not given) | -5.8 | -4.2 | -4.2 | -4.5 | -0.1 | 9.3 | 1.9 | 0.1 | 6.4
CCOc1ccc2nc(NC(=O)CSc3nnc(-c4ccncc4)n3CC3CCCO3)sc2c1 (stereo not given) | -8.5 | -7.9 | 0.1 | 5.4 | 0.1 | -3.7 | 0.6 | 0.8 | -22.2
CN1/C(=C\C=N\O)C(C)(C)c2ccccc21 | 10.2 | -7.2 | -1.6 | -5.6 | 0.4 | -3.2 | 5.3 | 1.3 | -3.8
O=C(CSc1nnc(C2CC2)n1C1CC1)c1ccccc1F | -6.8 | -0.9 | -10.3 | -6.7 | 1.0 | -16.4 | 7.5 | 1.3 | -10.9
CCc1nc2ccccc2c(C(=O)OC2CCOC2=O)c1C (stereo not given) | -1.3 | -13.1 | -3.7 | -2.3 | 0.5 | -0.5 | 4.4 | 1.1 | -25.0
N#Cc1ccc(C(=O)Nc2cccc3cccnc23)c(F)c1 | -3.7 | -10.4 | 0.0 | -6.8 | 0.0 | 0.8 | 2.7 | 0.5 | 2.5
CC(=O)Nc1ccn(Cc2c(F)cccc2Cl)n1 | 9.0 | 0.0 | -8.1 | -1.4 | 0.3 | -4.3 | 4.2 | 1.3 | -7.6
CCC(=O)Nc1ccc(Cl)c(NC(=O)c2c(OC)cccc2OC)c1 | -7.1 | -17.2 | -8.0 | -5.5 | 3.7 | -9.4 | 9.0 | 1.8 | -15.3
CCCNC(=O)c1nnsc1Sc1ccc(Cl)cc1 | 4.8 | -1.4 | -8.7 | -14.1 | 0.2 | -2.3 | 5.0 | -0.1 | -17.1
Cc1cc2cc3c(cc2nc1SCC(=O)N1CCOCC1)OCO3 | -4.7 | -11.4 | -9.4 | -3.0 | 1.9 | -6.1 | 9.5 | 0.8 | -2.5
NS(=O)(=O)c1ccc(CCNC(=O)COc2ccc3c4c(c(=O)oc3c2)CCC4)cc1 | 7.0 | 4.0 | -1.1 | 0.1 | -0.2 | 11.5 | 10.1 | -1.6 | -13.4
CCCCC(=O)N(C)c1c(CC)nc2c(OCc3ccc(S(C)(=O)=O)cc3)cccn12 | -8.4 | . | -1.5 | -8.0 | 1.0 | -5.8 | -3.6 | 2.9 | .
FC(F)(F)c1cnc(NNC(=S)Nc2ccccc2)c(Cl)c1 | 0.9 | . | -2.6 | 4.0 | 2.7 | 11.5 | -1.4 | 11.5 | .
O=C(Nc1ncccn1)c1cc([N+](=O)[O-])cc([N+](=O)[O-])c1 | 0.8 | -8.1 | -11.8 | -1.3 | 0.9 | -14.0 | 14.1 | 0.2 | 3.8
Cc1cc(C)cc(NC(=O)CCC(=O)Nc2cc(C)on2)c1 | 7.3 | 1.7 | 15.6 | -7.1 | 0.4 | -11.7 | -2.5 | 0.4 | -8.7
Cc1ccc(S(=O)(=O)NC(C(=O)N2CCOCCOCCOCC2)C(C)C)cc1 (stereo not given) | 4.7 | -3.1 | -12.5 | -1.4 | -0.3 | -6.6 | 14.1 | 0.9 | -4.9
CSc1ccc(C(=O)C2CCCN(C(=O)c3ccsc3)C2)cc1 (stereo not given) | 6.5 | -8.4 | 2.8 | -0.3 | 11.3 | -8.6 | -3.1 | 4.2 | -18.1
CCOc1ccc(NC(=O)c2ccco2)c([N+](=O)[O-])c1 | -3.6 | -0.5 | -10.3 | -6.8 | 1.2 | -13.1 | 18.1 | 1.4 | -12.8
Cc1ccc(-c2nc3c(=O)n(C)c4ccccc4c3o2)cc1 | -0.8 | -14.2 | 1.3 | -5.4 | -0.3 | -4.9 | 4.0 | 0.1 | 1.6
CC12CCC(C(=O)N(c3nccs3)C1=O)C2(C)C (stereo not given) | -1.7 | . | -3.4 | -4.6 | 0.6 | -8.5 | 2.8 | 0.0 | .
